AT treatment – candidate therapy for ataxia-telangiectasia; […] A-T fibroblasts, KAP-1 phosphorylation AlphaLISA; neocarzinostatin DNA damage 30 min before lysis; Potency, µM (doses to about 57.5 µM), for the others: at the highest dose activation, most hits filed as activators; hit rate 0.19% among 320,000; AID 485349; note: potency is the fitted concentration of half-maximal effect; % of control where 0% means no effect; nearly all actives have a fitted effect of over 45% in size
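ATM-like activity read as KAP-1 phosphorylation via AlphaLISA donor/acceptor antibody pairs after lysis and 6 hr at 25C. Cells were ATM-null patient fibroblasts ([…], hTERT), dosed 60 min, then exposed to the DSB inducer NCS for 30 min.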
Eya2 phos inh – inhibitors of human Eya2 phosphatase activity; recombinant Eya2, OMFP fluorescence dephosphorylation (OMFP is methylfluorescein phosphate); O00167; AID 488837; hit rate 0.006% among 330,000; Potency, µM (top dose mostly 76.9 µM), for inactives: at the top dose activity, negative = inhibition, actives largely listed as inhibitors; note: potency is the fitted concentration of half-maximal effect; % is set by controls: 0 for no effect and ±100 for the full control effect
Target sequence (O00167 whole entry, looked up): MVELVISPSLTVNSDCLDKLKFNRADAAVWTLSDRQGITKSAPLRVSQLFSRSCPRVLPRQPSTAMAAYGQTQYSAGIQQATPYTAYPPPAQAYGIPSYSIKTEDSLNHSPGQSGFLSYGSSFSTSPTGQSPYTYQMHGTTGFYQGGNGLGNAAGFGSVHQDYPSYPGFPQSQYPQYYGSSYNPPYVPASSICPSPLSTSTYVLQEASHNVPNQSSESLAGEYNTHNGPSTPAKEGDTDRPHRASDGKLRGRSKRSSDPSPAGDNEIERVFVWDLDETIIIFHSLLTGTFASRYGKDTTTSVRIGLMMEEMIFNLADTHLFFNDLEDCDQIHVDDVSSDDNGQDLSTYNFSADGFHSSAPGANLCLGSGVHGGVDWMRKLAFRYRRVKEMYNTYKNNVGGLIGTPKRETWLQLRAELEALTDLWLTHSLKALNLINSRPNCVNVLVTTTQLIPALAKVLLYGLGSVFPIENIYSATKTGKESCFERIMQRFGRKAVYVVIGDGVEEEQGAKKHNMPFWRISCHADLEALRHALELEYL
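Eya2 (0.2 uM) preincubated 10 min at ambient with compound, then OMFP substrate added at 50 uM; 10 min reaction in 50 mM HEPES pH 7.5, 50 mM NaCl, 5 uM MgCl2, 0.05% BSA, 1 mM DTT. Fluorescence read at Ex 485/Em 525 nm.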
a7 integrin act – activates integrin-mediated alleviation for muscular dystrophy; alpha7betagal myoblasts, beta-gal FDG fluorescence, 48 h; Potency, µM (series often up to 38.3 µM), without a hit: at the top dose activation, usual class: activators; hit rate 0.064% among 350,000; AID 624291;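 note: potency is the fitted concentration of half-maximal effect; 100% = response of the positive control SU9516; nearly all actives have a fitted effect of over 60% in size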
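alpha7betagal+/- myoblasts (passage 13, 250/well) treated 48 h at 37C with compounds at 1:260 dilution of DMSO stock. Lysed, then beta-galactosidase activity read as FDG fluorescence (ex 480/em 540) after 30 min, with pre-read for autofluorescence.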
TSHR antagonist – blocks TSH signaling through the human TSH receptor. hit rate 0.2% among 330,000. AID 504810. activity change, negative = inhibition, % at 11.5 µM. P16473. TSHR-expressing cells, TSH-stimulated cAMP HTRF, 2 h; active compounds read low;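 active = activity change below a set negative limit, meaning inhibition stronger than a set level, cut at about -70% in these data; inconclusive = activity change between two set negative limits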; note: % is set by controls: 0 for no effect and ±100 for the full control effect
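Cell-based HTRF cAMP assay; TSHR cells + compound, TSH EC80 (4nM final), 2 h, 37 deg C. Lysis with anti-cAMP cryptate and cAMP-d2, 30 min RT, read 665/620 nm.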
TCR act – activates T cell receptor signaling; primary human leukocytes, anti-CD3, IL-2 HTRF, 48 h; AID 504894; 330,000 tested, under 10 active; Potency, µM (series often up to 9.22 µM), inactives show top-dose activation of IL-2 secretion, actives largely listed as activators; note: % of control where 0% means no effect
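Primary human leukocytes incubated 48 hr with anti-CD3 beads plus compound, without co-stimulation. Secreted IL-2 measured by HTRF (europium cryptate/d2 anti-IL-2 pair, 320 nm excitation, 665 nm emission).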
Tb PFK inh – blocks T. brucei phosphofructokinase. T. brucei PFK, ADP-Glo luminescence. hit rate 0.17% among 330,000. Potency, µM (highest dose often 57.5 µM), inactives show at the top dose activity, negative = inhibition, hits mostly inhibitors. AID 485367;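 note: potency is the fitted concentration of half-maximal effect; 0% = uninhibited 1x PFK enzyme wells and -100% = no-enzyme wells; nearly all actives have a fitted effect of over 60% in size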
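Activity is normalized to no-enzyme wells (full inhibition) and 1.25 nM enzyme wells (no inhibition). Reaction: 0.5 mM F6P, 0.1 mM ATP, 45 min RT, ADP-Glo luminescence; concentration-response curves fitted and classed by quality.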
ELG1 DNA repair – ELG1-dependent DNA repair inhibition; Potency, µM (doses to about 46.1 µM), for inactives: at the highest dose activity change, negative = inhibition, hits mostly inhibitors; HEK293T ELG1-luciferase reporter, luminescence, 16 h; DNA damage induced by 5-fluorouridine; AID 504467; hit rate 2.3% among 330,000; note: potency is the fitted concentration of half-maximal effect; % is set by controls: 0 for no effect and ±100 for the full control effect; nearly all actives have a fitted effect of over 55% in size
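Step one: seed 2,000 cells per well. Step two: pin-transfer compound or DMSO alongside 5-fluorouridine. Step three: incubate 16 hr, 37 °C, 5% CO2. Step four: add ONE-Glo, wait 30 min, read luminescence.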
PTAP TSG101 blk – blocks PTAP/TSG101 interaction to inhibit HIV-1 budding; AID 493005; Potency, µM (highest dose often 115 µM), for inactives: top-dose activity change, negative = inhibition, most hits filed as inhibitors; 340,000 tested, under 10 active; Q99816; Fluorescence polarization, FITC-PTAP peptide / Tsg101 binding; active = well fitted inhibition curve with a large enough effect in the main read-out, with a control signal flat, not every such curve was filed as active; inconclusive = small, poorly fitted or top-dose-only effect, or effect the other way, or a change in a side signal; inactive = no such curve, though single readings can be large or run the other way; note: potency is the fitted concentration of half-maximal effect; % of control where 0% means no effect
Target sequence (Q99816 whole entry, looked up): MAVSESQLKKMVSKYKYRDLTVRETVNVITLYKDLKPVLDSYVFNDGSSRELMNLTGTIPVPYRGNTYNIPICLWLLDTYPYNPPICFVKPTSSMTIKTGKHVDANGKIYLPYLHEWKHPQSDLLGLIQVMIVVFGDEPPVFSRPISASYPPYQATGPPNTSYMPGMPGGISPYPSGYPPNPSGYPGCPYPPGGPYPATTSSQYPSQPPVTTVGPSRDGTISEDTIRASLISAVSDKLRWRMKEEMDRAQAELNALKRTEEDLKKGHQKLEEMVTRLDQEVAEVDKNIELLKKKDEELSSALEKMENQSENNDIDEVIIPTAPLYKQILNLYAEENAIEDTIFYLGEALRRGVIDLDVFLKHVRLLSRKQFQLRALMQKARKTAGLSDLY
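Steps: Tsg101 binding domain dispensed (10 uM final), compounds pinned in DMSO, FITC-labeled PTAP-motif peptide added (50 nM final); after 20 min binding at room temperature, polarization measured.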
Mito fusion act – blocks mitochondrial division or promotes mitochondrial fusion. S. cerevisiae fusion-defective mutant growth rescue, CellTiterGlo 48 h. hit rate 0.23% among 320,000. Potency, µM (doses to about 46.1 µM), without a hit: top-dose growth rescue (activation), usual class: activators. AID 485298;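 note: potency is the fitted concentration of half-maximal effect; % of control where 0% means no effect; nearly all actives have a fitted effect of over 45% in size; temperature-sensitive fusion mutants such as fzo1-1 at 37 °C on non-fermentable ethanol glycerol medium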
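Read-out: ATP-based luminescence (CellTiterGlo, 10 min ambient) reporting growth of fusion-defective ts yeast after 48 hours at 37C on glycerol/ethanol YPEG medium in the presence of compound.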
ASM inhibitor – human S-ASM enzyme inhibition | AID 504937 | Potency, µM (series often up to 57.5 µM), without a hit: at the highest dose activity change, negative = inhibition, actives largely listed as inhibitors | hit rate 0.006% among 340,000 | P17405 | placental ASM, HMU-PC fluorogenic substrate, 60 min; note: potency is the fitted concentration of half-maximal effect
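Human placenta-derived ASM enzyme was preincubated with compound for 10 minutes at room temperature, then given fluorogenic substrate HMU-PC0 (9 uM final) for 60 minutes at 37 °C; a pH 10 stop preceded fluorescence reading at Ex 386/Em 447 nm.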
Chronic BCR inh – blocks chronic active B-cell receptor signaling. AID 493014. Potency, µM (series often up to 46.1 µM), for the others: at the highest dose ratio change, negative = lower green/red ratio, usual class: inhibitors. ABC-DLBCL IkBa-CBG/CBR reporter, luminescence ratio, 4 h. hit rate 0.05% among 340,000; active = well fitted inhibition curve with a large enough effect in the signal ratio, with a control signal flat, not every such curve was filed as active; inconclusive = small, poorly fitted or top-dose-only effect, or effect the other way, or a change in a side signal; the % refers to the signal ratio;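 note: potency is the fitted concentration of half-maximal effect; plate controls were basal doxycycline-induced cells for no effect and cells given 10 µM MG132 for full effect; MG132 reads +100%, hits lower the ratio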
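Cell line TMD8 (human ABC DLBCL), stably expressing tet-inducible CBG68-IkBa fusion and CBR; IMDM/0.5% FBS; cpd up to 46 uM; dox induction, 4 h, 37C/5% CO2; dual luminescence; green/red ratio; MG132 control.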
An asterisk follows results filed as active; ? = inconclusive; . = not tested or not shown; [ ] = remark or other dose. Unless noted, calls come from the whole dose curve; as a rule, active = well fitted curve in the direction sought with a large enough effect; inconclusive = small, poorly fitted or top-dose-only effect, or another doubt; inactive = no such curve, though single readings can be large; an effect the other way counts as inactive or inconclusive.

#1 S=c1[nH]c(-c2ccccc2)cn1/N=C/c1cccs1
#2 COc1ccc(/C=N\Nc2ccccc2[N+](=O)[O-])c(C(=O)O)c1OC
#3 COc1ccc(NC(=O)COC(=O)/C=C/c2ccccc2[N+](=O)[O-])cc1
#4 Cc1cccc(SCC(=O)Nc2ccc3c(c2)OCCO3)c1
#5 COc1ccc(C(=O)CC(SCC(NC(C)=O)C(=O)O)c2ccc(Cl)cc2)cc1OC (configuration not stated)
#6 Cc1ccc(CS(=O)(=O)Cc2ccc(C(=O)NCc3ccccn3)o2)cc1
#7 Cc1cc2c(c(=O)n1CCN(C)C)C(c1ccc(Br)cc1)C(C#N)=C(N)O2 (configuration not stated)
#8 CC[C@]12c3[nH]c4ccc(Cl)cc4c3CCN1C(=O)[C@@H](CC(=O)NCC13CC4CC(CC(C4)C1)C3)C[C@@H]2C(=O)N1CCN(C(=O)C2CC2)CC1

entry no.	1	2	3	4	5	6	7	8
ELG1 DNA repair	?	0%	6%	?	?	?	9%	?
a7 integrin act	-19%	-19%	-14%	0%	-16%	-17%	-16%	-40%
TCR act	3%	-1%	-1%[46.1 µM]	-3%	1%	4%	-13%	1%[46.1 µM]
Chronic BCR inh	-2%	?	0%	1%	?	?	2%	?
ASM inhibitor	4%	-3%	1%	-2%	-1%	1%	-1%	-11%
Eya2 phos inh	12%	-10%	-4%	-16%	-4%	-23%	-14%	-10%
TSHR antagonist	15	-7	6	-2	1	-1	1	1
AT treatment	0%	-16%	-3%	2%	37%	-1%	-8%	-16%
Mito fusion act	2%	2%	-1%	-1%	11%	6%	1%	.
PTAP TSG101 blk	0%	-3%	0%	-2%	-4%	-8%	-5%	-1%
Tb PFK inh	?	0%	3%	1%	3%	-8%	2%	4%

The closing 2 records of the part before are carried over, then new ones follow:
#7 Cc1cc2c(c(=O)n1CCN(C)C)C(c1ccc(Br)cc1)C(C#N)=C(N)O2 (configuration not stated)
#8 CC[C@]12c3[nH]c4ccc(Cl)cc4c3CCN1C(=O)[C@@H](CC(=O)NCC13CC4CC(CC(C4)C1)C3)C[C@@H]2C(=O)N1CCN(C(=O)C2CC2)CC1
#9 COc1ccc(C(=O)NCc2cccs2)cc1S(=O)(=O)N1CCOCC1
#10 Cc1ccc(C(=O)NC(=S)Nc2ccc3c(c2)OCCO3)c(C)c1
#11 COC(=O)c1cc2ccsc2n1CC(=O)Nc1ccc(N(C)C)cc1
#12 COC(=O)c1ccc(CNC(=O)COC(=O)Cc2ccsc2)cc1
#13 O=C1CN(C(=O)COc2ccccc2F)c2ccccc2N1
#14 CCc1ccc(-c2cc(C(F)(F)F)n3nc(C(=O)Nc4cnn(Cc5ccc(C)cc5)c4)cc3n2)s1
#15 CS(=O)(=O)NCCSc1nnnn1-c1ccccc1
#16 CC1(C)CC(=O)c2sc(NC(=O)CN3CCOCC3)nc2C1

entry no.	7	8	9	10	11	12	13	14	15	16
ELG1 DNA repair	9%	?	-4%	?	2%	-7%	20%	?	24%	-9%
a7 integrin act	-16%	-40%	22%	-33%	12%	31%	24%	-60%[inhibitor]	-14%	-29%
TCR act	-13%	1%[46.1 µM]	.	3%	.	.	1%[46.1 µM]	0%	-5%	-3%
Chronic BCR inh	2%	?	2%	?	5%	6%	0%	-7%	3%	-11%
ASM inhibitor	-1%	-11%	-1%	15%	-1%	3%	3%	181%[activator]	1%	7%
Eya2 phos inh	-14%	-10%	-1%	15%	-1%	-1%	9%	-12%	5%	-24%
TSHR antagonist	1	1	2	-14	7	4	7	-3	-5	-7
AT treatment	-8%	-16%	4%	-8%	-6%	3%	6%	7%	2%	3%
Mito fusion act	1%	.	19%	1%	0%	-1%	-6%	0%	-1%	-2%
PTAP TSG101 blk	-5%	-1%	-1%	0%	-3%	-4%	-3%	-5%	-2%	-4%
Tb PFK inh	2%	4%	5%	-5%	-7%	0%	1%	4%	0%	0%

#17 CC1CC(=O)C2=C(C1)Nc1ccccc1SC2c1ccc(F)cc1 (configuration not stated)
#18 Cc1ccc(/C=C/C(=O)OCC(=O)NCc2ccc(Cl)cc2)o1
#19 COc1ccc(NC(=O)C2=NN(C3CCS(=O)(=O)C3)C(=O)CC2)cc1S(N)(=O)=O (configuration not stated)
#20 Cc1ccc(C(=O)O/N=C(\N)c2ccccn2)c(C)c1
#21 Cc1ccccc1CNC(=O)c1ccccc1NS(C)(=O)=O
#22 CCC(C)(C)NC(=O)C(c1ccc(F)cc1)N(CCOC)C(=O)CCC(=O)Nc1nccs1 (configuration not stated)
#23 CN(C(=O)c1ccccc1C(=O)OCC(=O)NCc1ccccc1)C1CCCCC1
#24 CC1CCCN(C(=O)COC(=O)COc2ccc(Cl)cc2)C1 (configuration not stated)

entry no.	17	18	19	20	21	22	23	24
ELG1 DNA repair	-17%	19%	16%	?	3%	-2%	-5%	5%
a7 integrin act	-6%	-5%	-6%	23%	34%	-3%	-1%	-3%
TCR act	-10%[46.1 µM]	13%	-7%	.	2%	8%	-6%[46.1 µM]	-29%[46.1 µM]
Chronic BCR inh	?	-2%	-3%	?	?	7%	0%	0%
ASM inhibitor	-3%	0%	2%	4%	7%	7%	-1%	0%
Eya2 phos inh	-3%	17%	1%	11%	3%	4%	-2%	2%
TSHR antagonist	4	-3	0	-4	22	5	-8	-13
AT treatment	8%	4%	7%	-5%	9%	2%	-2%	-1%
Mito fusion act	?	-9%	.	2%	4%	3%	1%	.
PTAP TSG101 blk	1%	-4%	-5%	-7%	1%	-9%	-5%	2%
Tb PFK inh	-2%	-27%	-1%	?	6%	4%	6%	-4%

Among those listed so far, 2 have a nitro group on carbon:
#2 COc1ccc(/C=N\Nc2ccccc2[N+](=O)[O-])c(C(=O)O)c1OC
#3 COc1ccc(NC(=O)COC(=O)/C=C/c2ccccc2[N+](=O)[O-])cc1

entry no.	2	3
ELG1 DNA repair	0%	6%
a7 integrin act	-19%	-14%
TCR act	-1%	-1%[46.1 µM]
Chronic BCR inh	?	0%
ASM inhibitor	-3%	1%
Eya2 phos inh	-10%	-4%
TSHR antagonist	-7	6
AT treatment	-16%	-3%
Mito fusion act	2%	-1%
PTAP TSG101 blk	-3%	0%
Tb PFK inh	0%	3%

Further entries
#25 COc1ccc2c(C=O)cn(C)c2c1
#26 COc1ccc2c(c1)-c1c(ssc1=S)C(C)(C)N2S(=O)(=O)c1ccc(C)cc1
#27 CCCC(C)NC(=O)CSc1nnc(-c2c[nH]c3ccccc23)o1 (configuration not stated)
#28 CCCCNC(=S)N(C)/N=C/c1c(F)c(F)c(F)c(F)c1F
#29 O=C(NCc1cccnc1)C1CCCN(S(=O)(=O)c2ccc(Br)cc2)C1 (configuration not stated)
#30 Cc1ccc(S(=O)(=O)N(CC(=O)Nc2ccc(Cl)cc2)C(=O)N2CCN(C)CC2)cc1
#31 CCOc1ccccc1N1CCN(C(=O)c2cc(S(=O)(=O)N(C)C)ccc2N2CCCC2)CC1
#32 CCOC(=O)N1CCN(C(=O)CCl)CC1

entry no.	25	26	27	28	29	30	31	32
ELG1 DNA repair	-10%	11%	0%	13%	.	9%	?	14%
a7 integrin act	-12%	1%	4%	10%	7%	-30%	-38%	-53%
TCR act	0%	5%[46.1 µM]	-4%	-1%[46.1 µM]	-2%	1%	-6%	-3%
Chronic BCR inh	-2%	2%	0%	2%	.	0%	0%	?
ASM inhibitor	-2%	-14%	0%	4%	2%	.	-3%	2%
Eya2 phos inh	-2%	-5%	-4%	-3%	.	-4%	14%	-1%
TSHR antagonist	-9	-4	-13	-4	.	1	3	11
AT treatment	-1%	-7%	8%	1%	.	2%	-3%	-9%
Mito fusion act	-10%	25%	11%	-7%	-1%	1%	1%	-3%
PTAP TSG101 blk	0%	-3%	-1%	-2%	3%	0%	0%	-4%
Tb PFK inh	5%	-1%	4%	1%	.	-1%	0%	-2%

Screening data (PubChem)
